NFkB transloc pot: enhances IL-1B driven NFkB nuclear translocation; AID 819; activation, % at 2 µM; 94,000 compounds, 0.3% hits; HUVEC IL-1B NFkB p65 nuclear translocation imaging;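 active means activation above 40%, about the mean plus 3 SD, also judged a hit on visual image review; inconclusive means activation above 40% but not a hit on visual review; inactive means activation not above 40% and no visual hit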;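 further: percent activation is computed from the nuclear over cytoplasmic p65 intensity ratio; values of inactives mirror those of a sister screen read the other way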
Bcl-B displacement: displacers of TR3 peptide from Bcl-B, primary screen, selectivity assay for Bfl-1 inhibitor project, biochemical, fluorescence polarization; FP displacement of FITC-TR3 peptide from Bcl-B; higher % means a stronger effect; displacement, % at 20 µM; hits with a dose series show IC50 in µM; 96,000 compounds, 0.11% hits; AID 748;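 active means displacement above 50% at 20 µM plus a fluorescence interference ratio under 1.5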;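 further: plate controls were wells without compound for no effect and wells lacking Bcl-B protein for full effect; a part of the inactive calls stands beside numbers as strong as those of hits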
PLAP inhibitors HTS: inhibition of human placental alkaline phosphatase – biochemical, luminescence, HTS (AID 690). purified PLAP, luminescent substrate; higher % means a stronger effect. inhibition, % at 20 µM; hits with a dose series show IC50 in µM. 96,000 compounds, 0.08% hits; in the data active means a potency from the dose series; inactive means the rest, 99 in 100 with inhibition below about 30%; further: strong numbers were not always called active
MRP reversal: reverses drug resistance mediated by MRP; H69AR cells + 2 uM doxorubicin, CellTiter-Glo, 72 h; differential viability (reversal), % at 10 µM; 85,000 compounds, 0.04% hits;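 active means viability drop by adding the cancer drug above about 55%, with treated viability meeting a 40% cutoff, limit read from the data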;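 further: viability without doxorubicin minus viability with 2 µM doxorubicin for each compound; larger differential means the compound sensitizes cells more to doxorubicin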
IL1B NFkB inh: blocks IL-1B driven NFkB nuclear translocation in HUVEC cells; HUVEC IL-1B NFkB p65 nuclear translocation imaging; inhibition, % at 2 µM; 94,000 compounds, 0.43% hits; AID 796;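 active means inhibition above about 30% together with a positive call from visual inspection of the well image, limit read from the data; inconclusive means inhibition above a set limit but visual check negative; inactive means inhibition not above a set limit, visual check negative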;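 further: nuclear over cytoplasmic p65 intensity ratio measured by imaging; 0% = IL-1B stimulated DMSO wells and 100% = unstimulated DMSO wells; values of inactives mirror those of a sister screen read the other way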
MRP reversal cytotoxicity: also measured in MRP reversal; calls as there; viability, %; H69AR cells, CellTiter-Glo, 72 h; measured here: cytotoxicity without doxorubicin
MRP reversal with doxorubicin: second read-out of MRP reversal, no call of its own (marks repeat the call); viability, %; measured here: viability with 2 uM doxorubicin; hits give low values
IL1B NFkB inh cell count 2 µM: second read-out of IL1B NFkB inh, no call of its own (marks repeat the call); cell count; measured here: cells passing quality filter;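 raw number of nuclei counted in each imaged well without normalization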
NFkB transloc pot cell count 2 µM: recorded beside NFkB transloc pot, whose call it bears; cell count; measured here: cells passing quality filter
* hit, by the source's call; ? = inconclusive; / = not tested or not shown. Not all compounds are listed; the hit share may differ from the screen's.

SMILES	NFkB transloc pot	NFkB transloc pot cell count 2 µM	Bcl-B displacement	PLAP inhibitors HTS	MRP reversal	MRP reversal cytotoxicity	MRP reversal with doxorubicin	IL1B NFkB inh	IL1B NFkB inh cell count 2 µM
Cc1cc(C(=O)OCC(=O)N2CC(C)CC(C)C2)c(C)o1 (centres undefined)	-1	188	-1%	-49%	-10	75	85	1	188
Cc1cccc(NC(=O)CN2C(=O)CNC2=O)c1	5	81	4%	-4%	-13	92	104	-5	81
Cc1c(N2C(=O)/C(=C/c3ccccc3)SC2=S)c(=O)n(-c2ccccc2)n1C	-7	102	11%	-61%	/	/	/	7	102
CCN1CCN(c2ccc([N+](=O)[O-])cc2C(=O)c2ccc(Cl)cc2)CC1	12	146	-3%	-22%	/	/	/	-12	146
Cc1nc2sc(C(c3cccc(F)c3)N3CC(C)OC(C)C3)c(O)n2n1 (centres undefined)	7	101	8%	-23%	/	/	/	-7	101
O=C1CC(N2CCN(c3cccc(C(F)(F)F)c3)CC2)C(=O)N1c1ccccc1 (centres undefined)	7	159	-8%	1%	12	101	89	-7	159
O=C(C1CC1)N1CCc2cc(S(=O)(=O)NCC3COc4ccccc4O3)ccc21 (centres undefined)	8	102	-4%	12%	6	89	84	-8	102
Cn1c(SCC(=O)NC(c2ccccc2)c2ccccc2)nnc1-c1cccs1	4	154	2%	3%	-10	81	90	-4	154
C#CCSC1=C(C#N)C(c2cccs2)C(C(=O)OCC)=C(C)N1 (centres undefined)	-9	80	-9%	-37%	-25	43	69	9	80
O=C(Nc1cnn(Cc2ccccc2)c1)c1nc2ncccn2n1	12	157	-3%	14%	-1	94	95	-12	157
Cc1cc(C(=O)OC(C)C(=O)Nc2nc(-c3ccccc3)cs2)c(C)o1 (centres undefined)	11	165	-14%	20%	/	/	/	-11	165
CC(C)CCNC(=O)c1ccc(C2SCC(=O)N2Cc2ccco2)cc1 (centres undefined)	-1	148	/	/	13	78	65	1	148
Cc1ccc(CN=C2Nc3ccccc3CS2)cc1	8	138	-2%	22%	/	/	/	-8	138
Cc1ccc(C)c(NC2=NC3(CCCCC3)N=C(N)N2)c1	-3	164	/	/	-1	85	86	3	164
CN(Cc1nnc(SCC(=O)NCCc2ccccc2)n1C)S(=O)(=O)c1ccccc1	11	139	6%	-86%	3	82	79	-11	139
COc1ccccc1N(CC(=O)NCc1cccnc1)S(C)(=O)=O	-8	95	2%	-3%	/	/	/	8	95
CSC1=NCCN1C(=O)c1ccc(S(=O)(=O)N(C)C)cc1	3	144	7%	11%	3	90	87	-3	144
CC(=O)Nc1ccc(N2C(=O)CC(c3ccccc3)CC2=O)cc1	-3	141	-5%	2%	/	/	/	2	141
Oc1ccccc1/C=N/n1c2ccccc2c2ccccc21	-12	142	0%	21%	/	/	/	12	142
COc1ccc(N(C)C2=NS(=O)(=O)c3ccccc32)cc1	-3	176	0%	-64%	-47	17	64	3	176
Cc1cc(NC(=O)CCCC(=O)NCc2cccs2)no1	-3	97	-4%	-3%	-2	98	101	3	97
CC(C)CN(C(=O)COC(=O)C12CC3CC(CC(O)(C3)C1)C2)C1CCS(=O)(=O)C1 (centres undefined)	24	135	-2%	-48%	23	111	89	-24	135
O=C(NCCO)C(c1ccccc1)c1ccccc1	-5	102	-10%	9%	-57	36	93	5	102
O=C(Nc1nnc(COc2ccccc2)s1)C1CCN(S(=O)(=O)c2ccc(Cl)cc2)CC1	3	82	5%	14%	0	33	33	-3	82
CCOC(=O)C1CCN(Cc2ccccc2C)CC1	/	/	33%	-36%	-14	84	98	/	/
Fc1ccc(Cn2ccc(-c3cnc(-c4ccccc4)s3)n2)cc1	?	/	2%	28%	11	96	85	-53	187
CCN(CCCNC(=O)c1[nH]c(C)c(C(C)=O)c1C)c1ccccc1	/	/	1%	-1%	9	73	64	/	/
CCCCn1c(N)c(Sc2ccc(C)cc2)c(=O)[nH]c1=O	/	/	-3%	6%	5	98	93	/	/
O=C(Nc1ccc2oc(-c3cccnc3)nc2c1)c1ccc(Br)o1	26	186	22%	-23%	10	66	56	-26	186
CC(C)NC(=O)CSCc1ccccc1Cl	-3	98	0%	7%	4	100	96	3	98
Clc1ccccc1OCCCCN1CCCC1	19	176	0%	1%	7	91	83	-19	176
COc1ccc(OCC(=O)NNc2c3ccccc3nc3ccccc23)cc1	-6	160	0%	15%	/	/	/	6	160
COC(=O)c1[nH]c(C)c(/C(O)=C2\C(=O)C(=O)N(CCN3CCOCC3)C2c2cccs2)c1C (centres undefined)	/	/	-7%	-49%	-15	81	96	/	/
CC1(C)OC(C(=O)NC2CCCCC2)C(C(=O)NC2CCCCC2)O1 (centres undefined)	0	114	-16%	/	-3	93	96	0	114
CSc1nc2sc3c(c2c(=O)n1C)CCC(C)C3 (centres undefined)	2	81	-3%	8%	-13	99	111	-2	81
CC(=O)C(C)Oc1ccc2c3c(c(=O)oc2c1C)CCCC3 (centres undefined)	11	213	5%	-2%	-19	94	113	-11	213
COc1cc(C)ccc1NC(=O)c1ccc(S(=O)(=O)N2CCOCC2)cc1	25	194	2%	-8%	-1	81	83	-26	194
COc1ccc2[nH]c(=S)[nH]c2c1	-8	99	0%	-164%	11	79	69	8	99
CCOC(=O)C1CCN(C(=O)c2ccc(OC)cc2OC)CC1	18	136	0%	-7%	15	103	88	-18	136
C=CCNC(=O)c1cc(=O)c2ccccc2o1	9	129	13%	-6%	10	80	70	-9	129
CC(C)c1nnc(NC(=O)c2sc3ccccc3c2Cl)s1	-2	153	-1%	-16%	-10	81	92	2	153
Cc1ccc(C23CC4CC(CC(NC(=O)NC(C)(C)CO)(C4)C2)C3)cc1	8	68	0%	-133%	0	70	70	-8	68
Cc1cc(C)c2c(=O)n(-c3ccccc3)[nH]c2n1	/	/	-1%	-2%	6	86	81	/	/
COC(=O)c1ccc2c(c1)NC(=O)C(N1CCCCC1)S2 (centres undefined)	-12	108	-3%	-1%	/	/	/	12	108
Cc1ccc(OCC(=O)N/N=C\c2c(C)n(C)c3ccccc23)c([N+](=O)[O-])c1	1	142	-2%	-22%	/	/	/	-1	142
CC(C)(C)c1cc(CNC2CS(=O)(=O)C[C@@H]2O)cc(C(C)(C)C)c1O (some centres undefined)	10	163	4%	-26%	-29	82	110	-10	163
Cc1cccc(C(=O)NCCc2csc(C)n2)c1	-5	156	-5%	6%	5	99	94	5	156
c1ccc2c(c1)C(=NC1CCCCC1)NC2=NC1CCCCC1	5	171	-11%	35%	-20	16	36	-5	171
Cc1ccc2cc(CN(CC3CCCO3)C(=O)NC3CCCCC3)c(=O)[nH]c2c1C (centres undefined)	/	/	-3%	-57%	-27	28	55	/	/
Clc1ccc(Cl)c2sc(N3CCCC3)nc12	4	100	1%	-2%	3	94	90	-4	100
N#CCSc1nnc(-c2ccccc2O)n1CCc1ccccc1	9	134	-5%	-22%	3	98	95	-9	134
CC1(C)CC(=O)C2=C(C1)OC(c1cccs1)C(C#N)=C2N (centres undefined)	/	/	-7%	10%	1	108	107	/	/
c1ccc(CN2CCN(c3nc(NCc4ccco4)c4ccccc4n3)CC2)cc1	-9	210	6%	-104%	/	/	/	9	210
CC(C)(C)c1nnc2sc(SCC(=O)N3CCCc4ccccc43)nn2c1=O	-2	132	-6%	-58%	6	17	11	2	132
COc1ccc(CC(=O)Nc2ccc(C(=O)NCC(C)C)cc2)cc1	19	118	2%	15%	/	/	/	-19	118
CC(=O)c1cc2c(cc1NC(=O)CN1CCCCCC1)OCO2	20	186	2%	-20%	1	80	79	-20	186
CCc1nc2cc(Cl)c(Cl)cc2[nH]1	26	137	-1%	-27%	17	100	83	-26	137
O=C(C=C1CCN(c2ncc(C(F)(F)F)cc2Cl)CC1)NNC(=O)Nc1ccccc1	7	77	-3%	-20%	/	/	/	-8	77
COc1cccc(-c2nnc(N(C)C(=O)C3CCOC3)s2)c1 (centres undefined)	/	/	16%	-62%	15	94	79	/	/
COc1ccc(C(=O)NC(=S)Nc2nc(C)c(C(=O)N(C)C)s2)cc1	3	198	-1%	-18%	/	/	/	-3	198

Ordered by molecular weight (largest number first): three of the compounds above
SMILES	NFkB transloc pot	NFkB transloc pot cell count 2 µM	Bcl-B displacement	PLAP inhibitors HTS	MRP reversal	MRP reversal cytotoxicity	MRP reversal with doxorubicin	IL1B NFkB inh	IL1B NFkB inh cell count 2 µM
CC(C)(C)c1nnc2sc(SCC(=O)N3CCCc4ccccc43)nn2c1=O	-2	132	-6%	-58%	6	17	11	2	132
N#CCSc1nnc(-c2ccccc2O)n1CCc1ccccc1	9	134	-5%	-22%	3	98	95	-9	134
Cc1cccc(C(=O)NCCc2csc(C)n2)c1	-5	156	-5%	6%	5	99	94	5	156

Rewritten with two lines to a compound: entries from further up
Below each SMILES: NFkB transloc pot, NFkB transloc pot cell count 2 µM, Bcl-B displacement, PLAP inhibitors HTS, MRP reversal, MRP reversal cytotoxicity, MRP reversal with doxorubicin, IL1B NFkB inh, IL1B NFkB inh cell count 2 µM
O=C(Nc1ccc2oc(-c3cccnc3)nc2c1)c1ccc(Br)o1
 : 26, 186, 22%, -23%, 10, 66, 56, -26, 186
CC(C)NC(=O)CSCc1ccccc1Cl
 : -3, 98, 0%, 7%, 4, 100, 96, 3, 98
Clc1ccccc1OCCCCN1CCCC1
 : 19, 176, 0%, 1%, 7, 91, 83, -19, 176
COc1ccc(OCC(=O)NNc2c3ccccc3nc3ccccc23)cc1
 : -6, 160, 0%, 15%, /, /, /, 6, 160
COC(=O)c1[nH]c(C)c(/C(O)=C2\C(=O)C(=O)N(CCN3CCOCC3)C2c2cccs2)c1C (centres undefined)
 : /, /, -7%, -49%, -15, 81, 96, /, /

(next part)
SMILES	NFkB transloc pot	NFkB transloc pot cell count 2 µM	Bcl-B displacement	PLAP inhibitors HTS	MRP reversal	MRP reversal cytotoxicity	MRP reversal with doxorubicin	IL1B NFkB inh	IL1B NFkB inh cell count 2 µM
COc1ccc(/C=N/n2cncn2)cc1CSc1ccccn1	6	148	-5%	27%	12	83	72	-6	148
Cc1cc(C(=O)CSc2n[nH]c(N)n2)c(C)n1C1CC1	-1	172	-12%	-35%	4	91	87	1	172
CN(C)S(=O)(=O)c1cccc(C(=O)Nc2cccnc2)c1	-6	77	/	/	2	90	87	6	77
Cc1ccc(C(=O)/C=C/Nc2ccc([N+](=O)[O-])cc2Br)cc1	11	150	-29%	3%	/	/	/	-11	150
CSc1nc2[nH]c3c(c2c2nnnn12)CCCC3	/	/	2%	2%	13	84	71	/	/
CCCCCOc1ccc(C(=O)NC(C(=O)O)C(C)C)cc1 (centres undefined)	4	105	-8%	-21%	3	87	83	-4	105
COc1ccc(N2CC(C(=O)Nc3nccs3)CC2=O)cc1 (centres undefined)	-3	186	2%	-7%	-11	84	96	3	186
CCCCN1C(=O)C2NN=C(C(=O)OC)C2C1=O (centres undefined)	1	111	5%	2%	-2	86	88	-1	111
Cc1ccc(SCCNC(=S)Nc2ccc(C)c(C)c2)cc1	-3	184	6%	25%	1	82	81	3	184
Cc1ccc(S(=O)(=O)N2CCCC2CO)cc1 (centres undefined)	-7	183	9%	8%	-11	91	102	7	183
Cn1nnnc1SCC(=O)Nc1ccc(N2CCOCC2)cc1	1	76	0%	9%	12	85	72	-1	76
CCCCCCn1c(N2CCN(c3ccccc3)CC2)nc2c1c(=O)n(C)c(=O)n2C	9	84	2%	-56%	15	69	54	-6	84
CCCCn1nnnc1NCc1ccc(OC)c(OC)c1	10	167	2%	-6%	7	101	95	-10	167
C=CCN(CC=C)C(=O)CN1C(=O)c2ccccc2C1=O	2	139	/	/	-9	94	103	-2	139
c1ccc(CSc2nnnn2-c2cccc3ccccc23)nc1	2	84	-1%	27%	4	87	83	-2	84
CNC(=O)OC(C)CNS(=O)(=O)c1ccc(C)cc1 (centres undefined)	12	169	0%	9%	-7	93	100	-12	169
CC(=O)Nc1ccc2c(c1)C(=O)c1ccccc1C2=O	18	204	10%	20%	/	/	/	-18	204
O=C(CSc1nc2ccccc2o1)NC(=O)NCc1ccco1	16	170	4%	-27%	-5	97	103	-16	170
CCOC(=O)C1=C(C)N(C)C(=O)C1CC(=O)O (centres undefined)	0	114	6%	-3%	/	/	/	0	114
CCCCOC(=O)Nc1ccc(C(N)=O)cc1	-11	49	-3%	19%	6	99	94	10	49

Assay outcomes from PubChem.
